# TRPM1 prom inh: inhibitors of MITF-dependent TRPM1 promoter reporter, primary screen, cell-based, SK-MEL-5, single point, luciferase. SK-MEL-5 TRPM1 promoter luciferase, 24 h. inhibition, % at 12.5 µM. actives 0.83% (n = 330,000);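 active = mean inhibition across replicates of 60% or more, whatever share of single replicates reaches that level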; also: values of inactives mirror those of a sister screen read the other way
# C8 TRAIL sens: viability loss with TRAIL in NB7+C8 cells, primary screen, TRAIL sensitizer project, cell-based, ATPlite luminescence; inhibition (viability loss, TRAIL sensitization), % at 10 µM; actives 1% (n = 360,000); AID 624354, 2012;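 active = compounds causing at least 50% loss of cell viability in the single-dose screen, relative to plate controls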
# NR2E3 ag-1: inhibitors of NR2E3-RetCOR corepressor binding, primary screen, NR2E3 agonist project, biochemical, TR-FRET, GST-NR2E3, biotin-RetCOR; Photoreceptor-specific nuclear receptor (Homo sapiens), Q9Y5X4; 1536-well; inhibition of corepressor binding, % at 4.78 µM; actives 0.12% (n = 320,000); AID 2300, 2010;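 active = percent inhibition above the cutoff of mean plus 3 SD of all tested compounds, set per screening campaign, cut at about 20% in these data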;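 also: 0% = DMSO wells and 100% = biotin wells as full block of FRET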
# Target sequence (Q9Y5X4 whole entry, looked up): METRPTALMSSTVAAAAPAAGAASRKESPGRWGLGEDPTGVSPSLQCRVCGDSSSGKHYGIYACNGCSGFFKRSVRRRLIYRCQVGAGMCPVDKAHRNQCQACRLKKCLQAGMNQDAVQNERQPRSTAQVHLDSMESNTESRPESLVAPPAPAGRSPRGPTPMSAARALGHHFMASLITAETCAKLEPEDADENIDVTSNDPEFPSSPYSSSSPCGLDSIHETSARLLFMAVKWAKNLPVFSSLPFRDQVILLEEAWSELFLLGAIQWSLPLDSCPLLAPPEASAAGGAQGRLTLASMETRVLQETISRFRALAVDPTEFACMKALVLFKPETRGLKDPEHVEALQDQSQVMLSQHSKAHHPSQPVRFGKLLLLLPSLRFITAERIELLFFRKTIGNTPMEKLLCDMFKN
#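 system = GST-tagged NR2E3 plus biotinylated RetCOR corepressor | input = 1.35 nM GST-NR2E3 | also added = 7 nM biotin-RetCOR | schedule = 5 h incubation at 4 °C | measured by = TR-FRET with europium anti-GST and streptavidin-D2, 340 nm excitation | read-out = percent loss of FRET ratio relative to control wells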
# Peg3 prom inh: Peg3 promoter-driven luciferase inhibitors, primary screen, cell-based, HeLa, luciferase luminescence; inhibition, % at 20 µM; AID 588405, 2011; actives 1.7% (n = 360,000); HeLa PEG-Prom luciferase reporter, overnight;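 active = inhibition of at least 50% at 20 µM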
# CF NFkB inh: inhibitors of PAF-induced NF-kB signaling, primary screen, cell-based, GFP fluorescence, uHTS; KKLEB NF-kB-GFP reporter, GFP fluorescence overnight; inhibition, % at 5 µM; actives 0.86% (n = 360,000); AID 588850, 2011;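 active = at least 50% inhibition at 5 µM, scaled per plate between neutral and stimulator controls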;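 also: PAF is a Pseudomonas aeruginosa culture filtrate used as stimulus; plate controls were PAF-stimulated DMSO wells for no effect and unstimulated DMSO wells for full effect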
# KKLEB cytotox: cytotoxicity in KKLEB CF airway cells, primary screen, cytotoxicity control for CF NF-kB inhibitor project, cell-based, uHTS, fluorescence assay plates. KKLEB CF airway cells viability, ATPlite luminescence, overnight; hits give low values; cells stimulated with P. aeruginosa culture filtrate. activity change (cytotoxicity), % at 5 µM. actives 0.36% (n = 360,000);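 active = corrected activity change at or below -50% at 5 µM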
# iPSC survival up: enhancers of single-cell hiPSC survival, primary screen, ATPlite luminescence; actives 0.044% (n = 360,000); survival enhancement, % at 20 µM; 100% = ROCK inhibitor wells, 0% = DMSO; in the data active = survival enhancement above about 18%;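 also: cells exposed to compounds for 16 hours before the ATP read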
# Shn3 inh set2: reduction of Shn3 3'UTR firefly luciferase signal, primary screen, Schnurri-3 inhibitor project, cell-based, Clone20 osteoblasts, set 2. Clone20 osteoblast Shn3 3'UTR firefly luciferase, 24 h. inhibition, % at 12.5 µM. actives 0.52% (n = 360,000). AID 588674, 2011;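 active = mean inhibition of at least 75% with every replicate also reaching 75%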;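 also: 0% = median of neutral control wells and 100% = pilot-screen positive control compound; some compounds past the cut are filed as inactive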
# HIF-2a inh: HIF-2a reporter inhibitors, primary screen, luminescence, 786-0 RCC cells; actives 0.72% (n = 360,000); 786-0 RCC cells HIF-2a reporter, luciferase luminescence, overnight; inhibition, % at 18.8 µM;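 active = inhibition of the luminescence signal of 40% or more relative to plate controls, in a single-dose primary screen at 18.75 µM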
# EBV LMP1 NFkB: EBV LMP1-driven NF-kappaB luciferase reporter inhibitors, primary screen, cell-based, luminescence, single point; actives 0.69% (n = 350,000); inhibition, % at 12.5 µM; AID 504558, 2011; LMP1-induced NF-kappaB luciferase reporter cells; in the data active = inhibition above about 41%;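 also: 0% = neutral control wells and 100% = reference inhibitor control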
# NR2E3 ag-2: NR2E3 agonists in two-hybrid cells, primary screen, cell-based, luminescence, CHO-S, Gal4-NCOR/VP16-NR2E3 | luciferase | inhibition of corepressor binding, % at 3.98 µM | actives 0.35% (n = 360,000) | AID 602229, 2012;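 active = inhibition above the mean of all tested compounds plus 3 SD, cut at about 70% in these data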;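 also: 0% = DMSO with NR2E3 transfected cells and 100% = cells lacking NR2E3 construct; higher means lower luciferase signal from less NR2E3 corepressor binding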
# Starred values were filed as active, the others as inactive; . = no result given. A portion of the library; rates above refer to the full screens.
SMILES,TRPM1 prom inh,C8 TRAIL sens,NR2E3 ag-1,Peg3 prom inh,CF NFkB inh,KKLEB cytotox,iPSC survival up,Shn3 inh set2,HIF-2a inh,EBV LMP1 NFkB,NR2E3 ag-2
COC(=O)c1ccc(NS(=O)(=O)c2cc3c4c(c2)C(C)C(=O)N4CCC3)cc1 (configuration not stated),5,9,2,-1,-14,12,0.2,1,15,0,-17
CCS(=O)(=O)c1ccc(-c2csc(-c3ccccc3Cl)n2)c(Cl)c1Cl,-14,0,2,-55,20,-18,-2.4,-2,-120,-15,-15
CC(C)NC(=O)COC(=O)c1cccc(NS(=O)(=O)/C=C/c2ccccc2)c1,-8,-10,-2,10,10,-14,-1.5,-27,11,1,16
Cc1c(NC(=O)CNCc2ccc3c(c2)OCO3)c(=O)n(-c2ccccc2)n1C,-7,32,-3,14,-17,6,0.6,2,14,7,0
CCc1sc(C(=O)NCCCN2CCCC2=O)cc1Br,-3,6,2,0,-3,-13,0.2,-30,-8,-4,-1
CSc1ccc(C#N)cc1NC(=O)c1cccnc1Cl,-8,-6,0,10,-5,2,-1.0,-1,7,5,-1
CCOc1ccc(CCNC(=O)C2CCN(S(=O)(=O)N3CC(C)CC(C)C3)CC2)cc1OCC (configuration not stated),5,-2,0,7,8,2,-0.6,22,9,7,-10
COc1ccc(/C=C/C(=O)OCC(=O)NCCc2ccccc2)c(OC)c1,2,6,.,7,-9,12,0.2,-5,-3,-5,-32
CCCc1cc(NCCCN2CCOCC2)n2c(nc3ccccc32)c1C#N,-2,-2,2,32,-31,3,-1.0,-47,16,-14,-7
Cc1ccccc1C(=O)NCCN=C1NS(=O)(=O)c2ccccc21,6,-5,0,-7,-7,-2,-0.5,-15,3,-13,-22
Cc1ccccc1CN1CCN(C(=O)[C@H]2O[C@@H](n3cnc4c(N)ncnc43)[C@H](O)[C@@H]2O)CC1,.,2,.,-5,-14,12,5.3,-8,1,.,-5
CCN(CC)C(=O)CC(c1ccc(OC)cc1)c1c(O)cc(OC)cc1OC (configuration not stated),0,-8,1,3,5,4,0.9,-9,11,1,3
O=C(O)c1cc(-c2cccc([N+](=O)[O-])c2)nc2ccccc12,9,-6,6,-2,-11,10,-0.4,-14,9,-7,-16
CCCN1CCN(C(=O)Cn2ncc3ccccc32)CC1,-2,-3,0,7,3,-5,1.2,-22,7,-17,3
CC(=O)c1cccc(NC(=O)COC(=O)c2ccc3c(c2)OCCO3)c1,-6,12,-5,-10,-5,2,1.4,-20,8,-11,-12
COc1ccc(CN2CCN(Cc3ccco3)CC2)cc1,6,20,-1,-4,-10,15,0.5,-3,-3,-6,-17
CN1C(=O)N(C)C2(c3ccccc3)Nn3c(s/c(=C/c4ccccc4)c3=O)=NC12c1ccccc1 (configuration not stated),10,-7,3,26,5,4,-3.7,11,11,-4,-9
CC(=O)NC1=NN(C(C)=O)C2(S1)C(=O)N(C(C)C)c1ccc(C)cc12 (configuration not stated),4,-2,6,7,2,8,0.4,0,15,-1,-8
O=C1CN(C(=O)c2c(F)cccc2F)C(c2ccccc2)c2cc(Br)ccc2N1 (configuration not stated),-8,0,-3,26,-1,6,1.0,12,35,-8,-24
Cc1cccc(NC(=O)c2ncn3c2C(=O)N[C@@H](C)C3)c1,.,-7,.,8,36,-1,0.2,5,8,12,18
Cc1ccc(S(=O)(=O)N2CCC(C(=O)OCC(=O)NCc3ccco3)CC2)cc1C,3,26,0,7,2,5,-0.4,-1,9,-9,30
COc1ccc(NC(C)=O)cc1NC(=O)c1cccc(C(F)(F)F)c1,-6,-6,3,14,-1,3,-0.5,-1,-12,-1,-18
O=C(c1cncc(Br)c1)N1CCN(S(=O)(=O)c2ccc(Cl)cc2)CC1,-1,-2,6,-1,2,4,-0.1,-29,15,-5,-21
COc1ccc(C(=O)Nc2ncc(C)s2)cc1S(=O)(=O)N1CCCC1,-8,-7,0,-1,6,9,0.0,3,-9,2,-24
O=C(NC(=S)Nc1ccc(CN2CCOCC2)cc1)c1ccc2c(c1)OCCO2,-8,0,-1,-104,-6,-1,-0.9,.,-213,-12,-97
CN(CC(=O)N1CCCC1)S(=O)(=O)c1cccc(Cl)c1,15,-7,3,12,9,2,0.3,12,8,-4,-13
O=C(NCC1CCCO1)C1CCCN(S(=O)(=O)c2ccc(Cl)cc2)C1 (configuration not stated),-5,-11,3,11,-5,13,-0.1,73,10,-4,3
COCCNC(=O)C(c1ccc(C)o1)N(Cc1ccc(OC)cc1)C(=O)Cn1nnc2ccccc21 (configuration not stated),2,-8,-1,-3,1,-5,-1.7,-7,-3,-6,-12
COc1ccc2nc(SCc3nc(N)nc(Nc4ccccc4)n3)[nH]c2c1,-24,-19,1,-23,22,-19,-0.1,-5,-52,-2,24
CS(=O)(=O)N1CCN(c2ccccc2NC(=O)c2ccc(-c3ccc(Br)cc3)o2)CC1,-21,16,8,-3,-47,3,-3.7,12,-21,-10,6
O=C(COC(=O)c1ccc[nH]c1=O)c1ccc(Cl)s1,-2,3,1,-1,-17,1,-1.4,4,26,-4,-32
Cn1c(-c2cccc(F)c2)nc2c1c(=O)[nH]c(=O)n2Cc1ccccc1,11,-7,6,7,-11,0,0.0,-34,17,7,-37
COC(=O)c1ccccc1NC(=S)NC(=O)c1cccc2ccccc12,-4,8,1,-1,4,-6,1.9,22,8,6,-16
CCOC(=O)N1CCN(C(=O)Cc2ccc(-n3c(=O)[nH]c4ccccc4c3=O)cc2)CC1,-5,-29,-1,6,1,-22,-1.7,-18,22,-29,2
c1coc(-c2nn3c(Cn4nnc5ccccc54)nnc3s2)c1,-3,5,-2,-6,2,10,1.0,6,10,-4,4
COc1cc(OC)c(NS(=O)(=O)c2cc(Br)cnc2N)cc1Cl,-11,1,2,9,-12,20,1.0,6,8,-22,-11

# Reformatted with values under each structure: 5 of the compounds above
# The line under a structure holds: TRPM1 prom inh | C8 TRAIL sens | NR2E3 ag-1 | Peg3 prom inh | CF NFkB inh | KKLEB cytotox | iPSC survival up | Shn3 inh set2 | HIF-2a inh | EBV LMP1 NFkB | NR2E3 ag-2
> Cc1cccc(NC(=O)c2ncn3c2C(=O)N[C@@H](C)C3)c1
→ . | -7 | . | 8 | 36 | -1 | 0.2 | 5 | 8 | 12 | 18
> Cc1ccc(S(=O)(=O)N2CCC(C(=O)OCC(=O)NCc3ccco3)CC2)cc1C
→ 3 | 26 | 0 | 7 | 2 | 5 | -0.4 | -1 | 9 | -9 | 30
> COc1ccc(NC(C)=O)cc1NC(=O)c1cccc(C(F)(F)F)c1
→ -6 | -6 | 3 | 14 | -1 | 3 | -0.5 | -1 | -12 | -1 | -18
> O=C(c1cncc(Br)c1)N1CCN(S(=O)(=O)c2ccc(Cl)cc2)CC1
→ -1 | -2 | 6 | -1 | 2 | 4 | -0.1 | -29 | 15 | -5 | -21
> COc1ccc(C(=O)Nc2ncc(C)s2)cc1S(=O)(=O)N1CCCC1
→ -8 | -7 | 0 | -1 | 6 | 9 | 0.0 | 3 | -9 | 2 | -24

# (continued)
SMILES,TRPM1 prom inh,C8 TRAIL sens,NR2E3 ag-1,Peg3 prom inh,CF NFkB inh,KKLEB cytotox,iPSC survival up,Shn3 inh set2,HIF-2a inh,EBV LMP1 NFkB,NR2E3 ag-2
COc1ccc(CC(=O)Nc2ccc(-c3noc(-c4cccc(OC)c4)n3)cc2)cc1,-2,-10,0,21,-1,-3,-0.9,24,-4,-20,-15
CC(C)C(=O)Nc1cc(S(=O)(=O)Nc2cccc(Cl)c2)ccc1Cl,-1,-4,2,23,25,-6,1.7,9,14,-3,-13
CN(C)S(=O)(=O)c1cccc(NC(=S)NC(=O)C2CCCCC2)c1,-19,24,5,-76,-5,-1,-0.4,-21,-106,-10,-8
Cc1ccc(C2N(C)c3ccccc3-c3nc4ccccc4n32)o1 (configuration not stated),5,5,-2,8,-16,7,2.0,7,-13,1,10
CCC(C)C(=O)Nc1c2c(nc3c1CCC3)CCCC2 (configuration not stated),-6,-3,-1,12,5,-12,-2.9,12,15,2,4
CCC1(c2ccccc2)NC(=O)N(CC(=O)Nc2cccc(S(=O)(=O)N3CCCC3)c2)C1=O (configuration not stated),-3,-4,5,11,1,-14,0.4,0,0,-3,3
O=C(O)c1ccc(/C=C(\c2nc3ccccc3[nH]2)c2nc3ccccc3s2)cc1,7,3,1,-35,7,-2,-0.7,-37,-49,-3,-22
Cc1cc(C)nc(NS(=O)(=O)c2ccc(NC(=O)C3CC3)cc2)n1,-2,10,1,2,30,-10,-0.4,11,17,-6,6
CC1CCN(c2ccccc2NC(=S)NC(=O)c2ccc(-c3cccc([N+](=O)[O-])c3)o2)CC1,-8,0,2,15,-4,0,0.3,84,3,0,-7
COc1cc(/C=C(\C#N)c2nc(-c3cc4ccccc4oc3=O)cs2)ccc1O,-11,28,-2,26,22,-16,-1.4,-24,-24,-3,19
CC(=O)Nc1cccc(S(N)(=O)=O)c1C,0,-5,-1,-5,0,0,-0.4,-3,23,0,38
CCn1c(COc2cccc3cccnc23)nnc1SCC(=O)O,6,2,-1,-14,15,0,0.8,-2,-4,-5,-18
Cc1ccc(NC(=O)c2cccc(N3C(=O)CCC3=O)c2)nc1,13,-16,-1,2,-13,1,-2.0,12,-2,3,-19
CC(NC(=O)COC(=O)CNS(=O)(=O)/C=C/c1ccccc1)c1ccccc1 (configuration not stated),-3,10,-1,7,-20,2,1.0,-1,9,2,-11
Nc1nc(CSC(=S)N2CCN(c3ccccc3)CC2)nc(Nc2ccccc2)n1,-7,6,-1,26,-1,7,1.3,14,20,21,-26

# Sorted by the number under Shn3 inh set2 (high to low): some entries from above
canonical_smiles	TRPM1 prom inh	NR2E3 ag-1	Peg3 prom inh	CF NFkB inh	Shn3 inh set2	HIF-2a inh	EBV LMP1 NFkB	NR2E3 ag-2
CS(=O)(=O)N1CCN(c2ccccc2NC(=O)c2ccc(-c3ccc(Br)cc3)o2)CC1	-21	8	-3	-47	12	-21	-10	6
CC(C)C(=O)Nc1cc(S(=O)(=O)Nc2cccc(Cl)c2)ccc1Cl	-1	2	23	25	9	14	-3	-13
COc1ccc(NC(C)=O)cc1NC(=O)c1cccc(C(F)(F)F)c1	-6	3	14	-1	-1	-12	-1	-18
COc1ccc(/C=C/C(=O)OCC(=O)NCCc2ccccc2)c(OC)c1	2	.	7	-9	-5	-3	-5	-32
